Source: PubChem (several laboratories)
Yfh1-depleted yeast – mitochondrial function rescue without frataxin homolog – Friedreich's ataxia, plus single-dose screen, dose response (AID 1465); S. cerevisiae Yfh1-off respiration, WST-1 reduction, 72 h; higher fold induction means a stronger effect; 220,000 tested, 0.074% active; fold induction at 50 µM; hits with a dose series show EC50 in µM;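 active = fold induction of absorbance versus untreated yeast above a set limit, then at least 30% activation at any dose in follow-up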;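 also: activators that raise dye reduction in frataxin-depleted yeast; strong numbers were not always called active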
NTR1 ag – NTR1-driven beta-arrestin-GFP spot formation – imaging, U2OS cells, high content, primary screen (AID 493036); P30989; agonist mode; activation, % at 20 µM; 330,000 tested, 0.17% active;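 active = activation at or above 40% of the spot to cytoplasm intensity ratio, with at least 20 cells analyzed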;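 also: 0% = DMSO without peptide and 100% = 100 nM NTR1 peptide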
Target sequence (P30989 whole entry, looked up): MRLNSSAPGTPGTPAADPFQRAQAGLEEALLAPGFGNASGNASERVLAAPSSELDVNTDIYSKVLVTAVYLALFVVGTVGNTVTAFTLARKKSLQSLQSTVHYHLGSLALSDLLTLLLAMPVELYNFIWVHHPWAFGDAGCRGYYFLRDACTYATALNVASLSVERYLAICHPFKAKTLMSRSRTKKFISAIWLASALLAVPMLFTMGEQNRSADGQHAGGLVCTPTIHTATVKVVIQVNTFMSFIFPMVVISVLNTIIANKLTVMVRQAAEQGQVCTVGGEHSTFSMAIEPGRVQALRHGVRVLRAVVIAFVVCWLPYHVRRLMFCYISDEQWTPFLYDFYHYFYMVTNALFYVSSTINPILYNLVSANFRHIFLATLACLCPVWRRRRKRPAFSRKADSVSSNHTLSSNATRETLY
KOR beta-arrestin-1 – KOR antagonists, beta-arrestin recruitment, cell-based, luminescence, uHTS (AID 1778) | KOR beta-arrestin recruitment, luminescence, antagonist mode; higher % means a stronger effect | 290,000 tested, 0.091% active | inhibition, % at 10 µM, or IC50 in µM where a hit was titrated; also: strong numbers were not always called active
GPR55 activation – GPR55 agonists via beta-arrestin recruitment, primary screen, imaging, U2OS cells, beta-arrestin-GFP redistribution (AID 1961); U2OS GPR55 beta-arrestin-GFP redistribution imaging; higher % means a stronger effect; activation, % at 10 µM; hits with a dose series show EC50 in µM; 290,000 tested, 0.048% active;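 active = activation above 40% with more than 50 cells counted in the well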;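 also: U2OS osteosarcoma cells stably expressing GPR55 and beta-arrestin-GFP; plate controls were DMSO negative control for no effect and LPI positive control for full effect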
NOD2 inhibition – NOD2 signaling inhibitors, cell-based, luminescence, uHTS, HEK293 (AID 1566); HEK293 NOD2/NF-kB luciferase reporter, luminescence; higher % means a stronger effect; 290,000 tested, 0.63% active; inhibition, % at 4 µM; hits with a dose series show EC50 in µM; also: many of its hits are not listed in these tables
TNAP activation fold – human TNAP enzyme activators, primary screen, biochemical, luminescent, no phosphate acceptor, uHTS (AID 1001). 200,000 tested, 0.03% active. purified TNAP, luminescent activation assay, no phosphate acceptor; higher activation fold means a stronger effect. activation fold at 20 µM, or EC50 in µM where a hit was titrated; in the data active = activation fold from about 3, or a potency from the dose series; inactive = the rest, 99 in 100 with activation fold below about 1.6; also: many of its hits are not listed in these tables
NOD1 NF-kB reporter – NOD1 signaling inhibitors, primary screen, cell-based, luminescence, uHTS (AID 1578); NOD1-driven NF-kB luciferase reporter cells, luminescence; higher % means a stronger effect; inhibition, % at 4 µM, or EC50 in µM where a hit was titrated; 290,000 tested, 1% active; in the data active = inhibition mostly above about 36%, no sharp cut-off; inactive = mostly below about 34%;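 also: HEK-293T reporter cells stimulated with the NOD1 agonist gamma-tri-DAP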
KOR beta-arrestin-2 – kappa opioid receptor activators – cell-based, luminescence, uHTS, primary screen (AID 1777). one-dose activation, % at 10 µM; EC50 in µM for titrated hits. KOR beta-arrestin recruitment, luminescence; higher % means a stronger effect. 280,000 tested, 0.02% active; in the data active = activation above about 50%, passing the limit was not always enough; also: a part of the inactive calls stands beside numbers as strong as those of hits
CSM14.1 death rescue – protection against thapsigargin-triggered cell killing – 384-well, CSM14.1, ATP luminescence, primary screen (AID 1222) | 190,000 tested, under 10 active | cellular ATP content (survival), % at 20 µM, or EC50 in µM where a hit was titrated | CSM14.1 thapsigargin-induced death rescue, ATP luminescence; higher % means a stronger effect;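 active = EC50 below 50 µM in the dose-response confirmation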;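 also: death triggered by thapsigargin at about 15 µM added after 2 h compound pretreatment; cell ATP read after overnight thapsigargin exposure of roughly 18 to 22 hours; normalized against plate controls of thapsigargin alone and 5% DMSO vehicle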
NTR1 ag cell count 20 µM – further read-out of NTR1 ag, marked with its call; cell count; measured here: cell count, cytotoxicity flag
Active calls of the source: *; i = inactive; / = no result given; [ ] = dose if it differs, or a comment. Rule as the data show it, unless noted: active = inhibition above about 50%; inactive = the rest. A portion of the library (hit frequency here may not be typical).

Every second line gives: TNAP activation fold | KOR beta-arrestin-2 | CSM14.1 death rescue | NOD1 NF-kB reporter | NOD2 inhibition | NTR1 ag | Yfh1-depleted yeast | KOR beta-arrestin-1 | GPR55 activation | NTR1 ag cell count 20 µM
> COc1ccc(S(=O)(=O)N(CC(=O)NCC2CCCO2)c2ccc(Cl)cc2)cc1 (stereo not drawn)
  / | -4.2% | / | -9% | 3% | -1.7 | / | -10% | 0.3% | 60
> CC(/C=N/NC(=O)c1cccnc1)=C\c1ccco1
  0.6 | 1.7% | 1.9% | -30% | -13% | -0.5 | i | -4% | 0.0% | 33
> Cc1n[nH]c(=O)n1-c1ccc(C(C)(C)C)cc1
  1.1 | -2.6% | 0.4% | -3% | 16% | 1.4 | i | 10% | -0.6% | 32
> CC1CCCN(C(=O)c2cccc(S(=O)(=O)Nc3cc(C(F)(F)F)ccc3Cl)c2)C1 (stereo not drawn)
  1.1 | -1.5% | -1.5% | 2% | 13% | / | i | -20% | -0.3% | /
> CCC(O)CNc1nc(-n2nc(C)cc2C)nc2sc3c(c12)CCCC3 (stereo not drawn)
  1.1 | -7.7% | -0.4% | -27% | -2% | / | / | 26% | -0.2% | /
> O=c1[nH]c(CN2CCN(S(=O)(=O)c3ccc(Cl)cc3)CC2)nc2cc(Cl)ccc12
  1.1 | -3.8% | 0.2% | -24% | -10% | 7.0 | i | -4% | 0.1% | 52
> Cn1c(SCC(=O)NC(=O)c2cccc([N+](=O)[O-])c2)nnc1-c1ccc(F)cc1
  1 | 2.0% | -0.7% | -6% | -4% | -0.1 | i | 6% | 0.4% | 38
> COc1ccc(/C=C2\CCc3ccccc3C2=O)cc1Cn1nc(C)cc1C
  1.2 | -8.3% | -1.6% | 27% | 12% | 11 | i | -6% | -0.1% | 78
> Cc1cc(C)n(C(=O)c2ccc(C)c(Br)c2)n1
  / | 4.3% | / | -3% | 13% | 0.1 | / | -6% | 1.2% | 55
> COc1ccc(C)cc1NC(=O)c1nnn(Cc2cccc(F)c2)c1N
  1.1 | 0.6% | -2.4% | -43% | -65% | 3.2 | i | -67% | -0.3% | 56
> COc1ccc(-c2nc(N3CCN(C)CC3)sc2-c2ccc(OC)cc2)cc1
  / | -3.1% | / | 26% | -37% | 5.6 | / | -7% | 0.5% | 45
> COc1ccc(OCCNc2cc(Cl)ccc2[N+](=O)[O-])cc1
  1 | -0.8% | -1.7% | -19% | -2% | 0.4 | i | -37% | -0.2% | 40
> Cc1ccc(C(O)P(=O)(OCc2ccccc2)c2ccc(N(C)C)cc2)cc1 (stereo not drawn)
  / | -1.9% | / | 8% | 1% | 1.2 | i | 30% | 0.7% | 46
> COC(=O)c1ccc(NC(=O)CCNS(=O)(=O)c2cccc3nonc23)cc1
  1 | -1.6% | -2.1% | -17% | 18% | -1.8 | i | 10% | 0.3% | 86
> O=[N+]([O-])c1cc2c(cc1[N+](=O)[O-])OCCOCCOCCOCCO2
  1.1 | -3.6% | -0.6% | -15% | 22% | -0.1 | i | 0% | -0.2% | 109
> CCC(C)(C)n1nnnc1C(c1ccccc1F)N1CCC(C(N)=O)CC1 (stereo not drawn)
  1.1 | -9.4% | 1.2% | -12% | -5% | -1.1 | i | 16% | -0.3% | 42
> Cc1ccc2c(c1)c1nnc(SCC(=O)Nc3cccc(Cl)c3C)nc1n2CC(=O)O
  1 | 0.4% | -1.1% | -13% | -17% | -0.6 | i | -26% | 0.0% | 99
> Cc1sc(-c2cccnc2)nc1OC(=O)C1CC1
  1.2 | -5.2% | 6.5% | -25% | 7% | 2.9 | i | -9%[20 µM] | -0.1% | 25
> Cc1cc(C(=O)CSc2nncs2)c(C)n1Cc1ccco1
  1 | -4.4% | 0.0% | 23% | -54% | 7.4 | i | 10% | -0.4% | 33
> O=C(NCC1CCCO1)c1ccc(COCC(F)(F)C(F)F)cc1 (stereo not drawn)
  1.2 | -4.5% | -1.5% | 1% | -9% | 0.1 | i | -19% | 0.1% | 54
> Cc1cc(NC(=O)CCC(=O)N(Cc2ccco2)C2(C(=O)NC3CCCCC3)CCCCC2)no1
  / | -1.6% | / | -32% | -32% | 1.1 | / | -5% | 0.5% | 45
> Cc1ccc(CNC(=O)CCS(=O)(=O)c2ccc3c(c2)NC(=O)CS3)cc1
  / | -1.0% | / | -10% | 7% | -0.1 | / | -2% | 0.0% | 39
> CCOc1cc(/C=N/O)ccc1OCC(=O)Nc1cccc(C)c1
  1 | 12% | -8.3% | 44% | -8% | 1.7 | i | 0% | 0.1% | 44
> CCN(Cc1ccccc1)C(=O)c1ccc(CNS(=O)(=O)c2ccc(C)cc2)cc1
  1.1 | -2.8% | -2.3% | 12% | -8% | 5.2 | i | 29% | 0.1% | 63
> CCN(CC)CCn1c(=S)[nH]c2ccc(Cl)cc2c1=O
  1 | -2.0% | -0.2% | 27% | 5% | -1.4 | / | / | 0.3% | 71
> O=C1N/C(=C/c2ccc(N3CCOCC3)cc2)C(=O)N1Cc1ccc(F)cc1
  1.1 | 4.8% | -0.9% | 7% | 7% | -1.0 | i | -4% | -0.1% | 98
> CC1CCN(C(=S)NC(=O)c2ccco2)CC1
  / | 2.7% | / | -28% | 3% | 1.9 | / | -6% | 0.1% | 63
> O=c1c2ccccc2oc2nc(C3CCCCC3)n(Cc3ccco3)c(=O)c12
  1 | 30% | 1.1% | -21% | 3% | 1.1 | i | -6% | 0.6% | 86
> CCOC(=O)c1ccc(NC(=O)CN2C(=O)C(C)SC(C)C2=O)cc1 (stereo not drawn)
  1 | 0.0% | 3.3% | -22% | 11% | -0.8 | i | 14% | 0.1% | 85
> COc1ccccc1C1N(c2cc(Cl)ccc2OC)C(=O)C2CCCN21 (stereo not drawn)
  1.1 | -8.0% | -0.7% | 0% | 14% | 4.0 | i | 20% | -0.1% | 47
> Cc1nnc(Nc2ccc(Cl)cc2)s1
  / | -2.1% | / | 3% | 19% | 0.1 | i | 16% | 0.7% | 36
> CCCc1ccc(-c2cc(NC(=O)CSc3n[nH]c(N)n3)n(-c3ccccc3)n2)cc1
  1.1 | -0.9% | -1.1% | -10% | -33% | 26 | i | -12% | 0.4% | 71
> CC(C(=O)NC1CCCCC1)N(Cc1ccccc1)C(=O)c1snc(C(N)=O)c1N (stereo not drawn)
  / | -4.6% | / | -32% | -6% | 0.8 | / | 4% | 0.1% | 38
> COCC1CCN(C(=O)c2cc(COc3ccc4c(c3)CCCC4)on2)C1 (stereo not drawn)
  / | 3.1% | / | -2% | 14% | 4.4 | / | -27% | 0.2% | 49
> CC(CC(F)(F)F)N1CCC(n2nccc2NC(=O)CCCc2ccccc2)CC1 (stereo not drawn)
  / | -0.2% | / | -31% | -14% | 0.5 | / | -2% | 0.3% | 64
> Cc1ccc(-n2c(SCC(=O)Nc3ccc4cn[nH]c4c3)nnc2-c2ccco2)cc1
  1.1 | 2.5% | -0.1% | -4% | 4% | 0.4 | i | 31% | -0.1% | 36
> C(=N\c1nccs1)/c1cccnc1
  1 | 5.6% | 1.2% | -39% | 5% | 0.4 | i | 13% | 0.2% | 44
> COc1ccc(-n2cnnc2SCc2cnc(-c3ccccc3)s2)cc1
  1.1 | -2.3% | 0.4% | -6% | 4% | 1.2 | i | 16% | -0.2% | 80
> COc1ccc(NC(=O)C2CCCN(c3nc(C)cc(C)n3)C2)cc1 (stereo not drawn)
  1.1 | -6.2% | 0.3% | -14% | 10% | -0.1 | i | -22%[20 µM] | 0.2% | 30
> Cc1ccc(C(NC(=O)N2CCN(C)CC2)C(Cl)Cl)cc1F (stereo not drawn)
  1 | 4.0% | -1.1% | 1% | 8% | -0.3 | i | -5% | 0.4% | 83
> COc1ccc(N2CCN(C(=O)CN(c3ccccc3)S(=O)(=O)c3ccc(OC)cc3)CC2)cc1
  1 | 0.2% | -3.9% | 6% | -34% | 1.1 | i | -7% | -0.1% | 79
> O=C(Nc1ccc(Oc2cccnc2)cc1)c1ccccc1Cl
  1 | -2.9% | 5.7% | -15% | 8% | -0.3 | i | -4% | 0.3% | 81
> C#CCOCCOCCOCCNc1nc(N2CCN(C(=O)[C@H](CCC(=O)O)n3cc(C(N)Cc4ccc(O)cc4)nn3)CC2)nc(N2CCN(C(=O)[C@H](Cc3ccc(O)cc3)n3cc(C(N)CC(C)C)nn3)CC2)n1 (stereo partly drawn)
  / | 9.2% | / | -6% | -18% | 0.6 | i | -13% | 0.4% | 62
> COC(=O)c1ccc(NC(=O)CC2C(=O)N(c3ccc(C)cc3)C(=O)N2CC(C)C)cc1 (stereo not drawn)
  1.1 | -5.2% | -1.3% | 13% | -6% | 0.6 | i | 15% | 0.0% | 58
> O=C(Nc1c2c(nn1-c1ccc(F)cc1)CS(=O)C2)C12CC3CC(CC(C3)C1)C2 (stereo not drawn)
  1.4 | -8.0% | 1.5% | 14% | 5% | 0.5 | i | 21% | 0.3% | 49
> CCOC(=O)c1cnc(SCC(=O)c2ccc(C)cc2)nc1N
  1.1 | -4.3% | -3.5% | -46% | -24% | 0.2 | i | 0% | -0.2% | 46
> O=C(OCc1csc(-c2ccccc2)n1)c1cccs1
  1.1 | 17% | -1.1% | -34% | 0% | 1.6 | i | 22% | 0.2% | 52
> COc1cc(-c2noc(-c3ccccc3C(=O)NCc3ccco3)n2)cc(OC)c1OC
  1.1 | -0.7% | 0.1% | -14% | 10% | 2.8 | i | 1% | 0.1% | 50
> CN(C)S(=O)(=O)c1ccc(C(=O)OCC(=O)Nc2ccccc2OC(F)F)cc1
  1 | 1.9% | 1.9% | 12% | 9% | 2.5 | i | 1% | -0.1% | 76
> CCCN1CCN(CC(=O)Nc2nc3ccccc3s2)CC1
  / | 1.6% | / | -34% | -13% | 1.4 | / | -25% | 0.8% | 56
> CSc1ccccc1NC(=S)N/N=C/c1cccn1Cc1cccc(C)c1
  1.1 | 1.5% | -14% | 11% | 4% | 6.7 | i | 16% | 0.1% | 61
> Cc1oc2c(c1C(=O)N1CCOCC1)C(=O)c1ccccc1C2=O
  1 | -1.1% | -3.3% | 12% | 24% | -2.9 | i | -11% | 0.5% | 97

Among those listed so far, these have a COOH group.
Every second line gives: TNAP activation fold | KOR beta-arrestin-2 | CSM14.1 death rescue | NOD1 NF-kB reporter | NOD2 inhibition | NTR1 ag | Yfh1-depleted yeast | KOR beta-arrestin-1 | GPR55 activation | NTR1 ag cell count 20 µM
> Cc1ccc2c(c1)c1nnc(SCC(=O)Nc3cccc(Cl)c3C)nc1n2CC(=O)O
  1 | 0.4% | -1.1% | -13% | -17% | -0.6 | i | -26% | 0.0% | 99
> C#CCOCCOCCOCCNc1nc(N2CCN(C(=O)[C@H](CCC(=O)O)n3cc(C(N)Cc4ccc(O)cc4)nn3)CC2)nc(N2CCN(C(=O)[C@H](Cc3ccc(O)cc3)n3cc(C(N)CC(C)C)nn3)CC2)n1 (stereo partly drawn)
  / | 9.2% | / | -6% | -18% | 0.6 | i | -13% | 0.4% | 62
